NALP3 yeast inh: inhibitors of NALP3 inflammasome in yeast; Yeast reconstituted NLRP3/ASC/caspase-1, beta-gal luminescence, 24 h; inhibition, % at 10 µM; actives 0.39% (n = 330,000);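 active means inhibition of 50% or more; inactive means inhibition below 50%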;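 further: plate controls were induced DMSO wells for no effect and uninduced yeast grown without galactose for full effect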
tim10-1 inh: tim10-1 yeast growth inhibition | AID 463190 | actives 2.2% (n = 330,000) | inhibition, % at 20 µM | S. cerevisiae tim10-1 ts strain growth, BacTiter-Glo, 24 h;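 active means inhibition of at least 40%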;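 further: mutant grown at 25 °C; 0% = DMSO wells with yeast and 100% = wells holding no yeast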
mIAP inh: blocks mouse intestinal alkaline phosphatase. purified mouse IAP, CDP-Star luminescence, 30 min. inhibition, % at 10 µM. actives 0.2% (n = 330,000);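 active means inhibition of at least 40% at 10 µM in the primary screen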;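 further: plate controls were DMSO with enzyme for no effect and no enzyme wells for full effect; values of inactives mirror those of a sister screen read the other way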
TIM10 inh: inhibits growth of TIM10 yeast strain; S. cerevisiae TIM10 strain growth, BacTiter-Glo luminescence, 24 h; inhibition, % at 10 µM; actives 1.4% (n = 330,000); AID 463195;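 active means inhibition of 40% or more at the single tested concentration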;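 further: wild-type TIM10 isogenic control strain grown at permissive 25 °C; 0% = DMSO yeast wells and 100% = minimal medium wells without yeast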
mIAP act: increases mouse intestinal alkaline phosphatase activity; activation factor at 10 µM; muIAP, CDP-Star luminescence, 30 min; stronger effect = higher value; 1 = vehicle-only enzyme signal, 0 = enzyme-free wells; actives 0.24% (n = 330,000);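 active means activation factor of at least 2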; further: the source names both 10 and 20 µM as test concentration; values of inactives mirror those of a sister screen read the other way
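System: Mouse IAP enzyme | Also added: CDP-Star substrate | Dosing: Compounds dispensed in DMSO | Schedule: 30 min enzyme-substrate-compound incubation at room temperature | Technique: Chemiluminescence readout | Control set: DMSO-only wells and no-enzyme negative control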
hIAP inh: blocks human intestinal alkaline phosphatase | purified IAP, CDP-Star luminescence, 30 min | P09923 | AID 2544 | inhibition, % at 10 µM | actives 0.12% (n = 330,000);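 active means inhibition reaching a set limit with compound at 10 µM in the primary screen, cut at about 35% in these data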;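 further: plate controls were DMSO wells with enzyme for no effect and no-enzyme buffer wells for full effect; values of inactives mirror those of a sister screen read the other way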
Target sequence (P09923 whole entry, looked up): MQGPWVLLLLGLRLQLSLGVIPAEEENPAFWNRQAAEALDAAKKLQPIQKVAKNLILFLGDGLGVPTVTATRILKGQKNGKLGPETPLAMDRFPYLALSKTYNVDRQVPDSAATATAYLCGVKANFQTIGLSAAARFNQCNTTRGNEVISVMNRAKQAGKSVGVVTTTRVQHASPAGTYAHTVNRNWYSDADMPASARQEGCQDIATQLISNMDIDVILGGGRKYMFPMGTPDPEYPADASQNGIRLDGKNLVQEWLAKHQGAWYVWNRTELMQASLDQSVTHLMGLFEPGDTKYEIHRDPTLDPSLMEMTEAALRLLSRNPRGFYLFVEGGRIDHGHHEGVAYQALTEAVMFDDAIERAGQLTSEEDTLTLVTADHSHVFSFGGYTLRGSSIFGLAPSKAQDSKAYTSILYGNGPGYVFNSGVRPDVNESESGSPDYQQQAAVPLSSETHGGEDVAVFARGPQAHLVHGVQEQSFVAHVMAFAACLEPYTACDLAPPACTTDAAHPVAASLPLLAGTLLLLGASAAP
MIN6 prolif: induces beta-cell replication in MIN6 cells; MIN6 cells proliferation, ATPlite luminescence, 48 h; cells starved in 0.2% serum; 100% = growth in 10% serum; proliferation, % at 10 µM; actives 0.29% (n = 330,000); AID 2380;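 active means compounds whose signal lies at least 3.5 SD above the mean of all wells on their plate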;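 further: 0% = DMSO-treated cells in low-serum medium and 100% = 10% serum control; some compounds called inactive have numbers as strong as hits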
A3A deaminase: blocks human APOBEC3A ssDNA deamination; inhibition, % at 20 µM; P31941; AID 493011; actives 0.41% (n = 330,000); recombinant A3A, FAM/TAMRA ssDNA deamination fluorescence;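 active means at least 40% inhibition at 20 µM here, with at most 30% in a related deaminase screen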;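 further: plate controls were A3A with DMSO for no effect and wells lacking A3A enzyme for full effect; some results filed as inactive read as strong as hits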
Target sequence (P31941 whole entry, looked up): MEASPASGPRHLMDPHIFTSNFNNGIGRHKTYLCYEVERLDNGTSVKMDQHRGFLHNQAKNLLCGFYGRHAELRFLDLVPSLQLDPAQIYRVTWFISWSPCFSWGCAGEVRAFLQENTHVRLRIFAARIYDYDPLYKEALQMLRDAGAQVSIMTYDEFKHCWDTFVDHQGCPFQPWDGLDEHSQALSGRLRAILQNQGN
APOBEC3G inh: inhibitors of human APOBEC3G DNA deaminase | Q9HC16 | recombinant A3G, ssDNA deamination FAM/TAMRA fluorescence | inhibition, % at 20 µM | actives 0.28% (n = 330,000);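 active means inhibition of at least 40% at 20 µM, with no more than 30% in the related APOBEC3A deaminase screen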;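 further: plate controls were DMSO wells with A3G for no effect and wells lacking A3G enzyme for full effect; some compounds called inactive have numbers as strong as hits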
* = called active by the depositor.

SMILES	NALP3 yeast inh	tim10-1 inh	mIAP inh	TIM10 inh	mIAP act	hIAP inh	MIN6 prolif	A3A deaminase	APOBEC3G inh
CCOC(=O)c1c(C)[nH]c(C(=O)C(C)OC(=O)c2oc3ccccc3c2COC)c1C (stereo not given)	12.1	-0.1	2.1	5.9	0.979	-14.8	-2.0	0.8	3.7
COc1ccc(NC(=O)C2Cc3cc(S(=O)(=O)N4CCCCC4)ccc3N2C(C)=O)cc1Cl (stereo not given)	-2.9	9.3	-28.1	12.0	1.28	-15.0	-4.8	-2.8	-3.1
CN(C)S(=O)(=O)c1cccc(-c2nnc(SCC(=O)NCCCCCC(=O)O)n2-c2ccc(F)cc2)c1	9.0	6.5	-0.1	9.0	1	-5.7	1.4	7.2	-9.4
Cc1[nH]c2ccccc2c1Cc1nnc(SCC(=O)NCc2ccco2)o1	2.4	12.6	4.6	5.8	0.954	12.5	1.1	-5.2	-8.0
COc1ccc(CCn2c(=N)c(C(=O)NC3CCCC3)cc3c(=O)n4ccccc4nc32)cc1	8.3	23.5	6.0	1.7	0.94	-9.7	-5.8	-3.0	-1.8
COc1ccc(N(CC(=O)NC2CCCCC2)C(=O)CNC(=O)c2cccs2)cc1	8.7	1.5	-6.0	6.7	1.06	-9.7	-0.9	-3.6	-3.7
Cc1nc2c(-c3ccccc3)c(C)[nH]n2c(=O)c1Cc1ccccc1	7.9	12.9	5.4	-4.7	0.946	-22.6	-4.1	-2.1	-9.2
Cc1ccc(NC2CC(=O)N(Cc3ccccc3)C2=O)cc1 (stereo not given)	21.3	9.9	11.2	-15.2	0.888	8.8	-0.2	-0.6	-0.9
C=CCc1ccccc1OCCNCc1ccccc1	14.0	8.2	-2.3	4.9	1.02	-24.2	-0.1	-2.9	-8.9
C#CCn1c(S(=O)(=O)Cc2ccc(OC)cc2)nc(-c2ccccc2)c1-c1ccccc1	-14.0	47.3*	7.6	44.6*	0.924	12.1	-5.3	1.9	-4.2
CCCCCCC(=O)N(O)C1CC(=O)N(c2ccc(Br)cc2)C1=O (stereo not given)	17.4	42.1*	-6.7	31.5	1.07	-8.6	-3.5	3.5	1.3
COc1cccc(CNC(=O)C2CCCN(c3nn4c(=O)cc(C)nc4s3)C2)c1OC (stereo not given)	16.6	12.7	4.8	0.0	0.952	6.1	-1.2	1.7	-2.0
COCCCNC(=O)CCn1c(=O)c2ccccc2n(CC(=O)Nc2ccccc2C)c1=O	5.8	21.6	-10.0	5.1	1.1	-4.7	-1.6	-1.2	4.7
COc1ccccc1C1CCN(C(=O)C2CCCCC2)CC1	34.0	7.2	3.0	21.2	0.97	-14.4	-0.7	-1.7	-4.0
CNC(=O)C(=O)N1CCC2(CC1)OCCN2S(=O)(=O)c1ccc(C)cc1	20.3	1.9	-1.8	-1.4	1.02	1.1	1.9	0.0	0.8
O=C(Cc1ccc(Cl)cc1)Nc1ccc(Cl)cn1	14.6	22.3	-0.7	10.8	1.01	-16.3	-4.6	-2.1	1.6
CCCNC(=O)[C@H]1N2C(=O)c3c(ccc(OC)c3OC)C2SC1(C)C (stereo not given in full)	6.4	-2.8	7.6	0.5	0.924	-1.7	-1.6	-1.5	-4.5
CCOc1ccc2nc(NC(=O)CS(=O)(=O)c3ccccc3)sc2c1	9.4	10.8	-0.1	24.6	1	-5.7	-2.2	0.5	-2.9
O=C(O)c1cc(N/N=C/c2ccc3c(c2)OCO3)ccc1Cl	-11.2	20.0	-12.7	-4.5	1.13	-0.4	-1.9	-5.9	-5.0
COc1ccc(-n2c(-c3ccc(Br)cc3)c[n+]3c2CCCCC3)cc1	15.8	19.6	-1.2	6.7	1.01	-4.5	-5.5	0.3	-3.8
CCOc1ncccc1C(=O)N1CCN(c2cc(Cl)ccc2C)CC1	6.9	21.3	7.0	6.6	0.93	11.1	0.1	0.4	-1.9
CCOC(=O)c1cc2c(ccn2C)n1Cc1ccc(C#N)cc1	15.0	12.2	1.1	20.6	0.989	0.1	1.1	-3.6	-10.9
COc1ccccc1-c1sc2cc3c(cc2c1C#CC1(O)CCCCC1)OCO3	7.7	20.1	15.1	8.7	0.849	4.7	-7.4	-0.6	-3.4
CN(Cc1nccn1C)C(=O)C1CCC(=O)N(Cc2cccc(C(F)(F)F)c2)C1 (stereo not given)	11.9	11.4	0.8	-3.5	0.992	-20.3	-1.5	-4.8	-2.5
CC(=O)c1ccc(OC(C)C(=O)NC2CCCCC2C)cc1 (stereo not given)	15.4	14.1	5.0	1.7	0.95	13.3	-1.7	-4.3	-5.4
CCC1CCCCN1CC(=O)Nc1ccc2c(c1)OCCO2 (stereo not given)	-2.6	4.5	-2.5	10.6	1.02	0.9	-2.5	-1.8	-5.5
CC(=O)c1ccc(OC(=O)Cc2cccc3ccccc23)cc1	-19.7	46.1*	-6.8	31.2	1.07	3.3	-0.4	-4.6	1.0
O=C(CSc1ccc2nnc(-c3cccnc3)n2n1)Nc1ccc(F)cc1	5.8	24.1	6.2	-4.9	0.938	12.9	-4.2	-3.4	-6.8
O=C(Cc1ccccc1)NC(C(=O)O)C(O)c1ccc([N+](=O)[O-])cc1 (stereo not given)	5.1	-5.8	6.9	2.9	0.931	1.5	-0.3	-1.8	-10.7
Clc1ccc(CSc2nnc(-c3sccc3-n3cccc3)o2)cc1	12.5	16.0	9.2	-6.4	0.908	-1.9	-0.7	0.5	2.0
O=C(Nc1nccs1)C1CCN(S(=O)(=O)c2ccccc2)CC1	20.1	-4.5	3.8	-2.0	0.962	1.9	-1.6	-2.4	-9.6
C#CCOc1c(/C=C\c2nc(O)c([N+](=O)[O-])c(=O)[nH]2)cc(Br)cc1OC	22.3	-4.3	5.4	-7.3	0.946	-5.9	-3.8	-5.5	-7.4
COc1ccc(NC(=O)COC(=O)c2ccc(Br)o2)cc1OC	-9.6	16.8	2.4	10.4	0.976	2.1	-0.6	0.2	-7.2
CCc1nccn1S(=O)(=O)c1ccc(OC)c(OC)c1	-6.1	-4.6	2.9	-3.4	0.971	23.9	0.9	-4.5	-8.0
Cc1ccc(CNC(=O)COc2ccc3c(c2)CCC3)cc1	28.7	13.7	-6.5	19.2	1.06	-5.9	-1.4	-1.1	-9.6
O=C(CN1CCN(c2ccccn2)CC1)Nc1ccc(F)c(F)c1	7.0	-7.6	3.6	-7.9	0.964	-0.9	-1.5	-4.1	-7.2
COc1ccc2cc(C(=O)NCc3ccccc3)c(=O)oc2c1	13.3	12.6	-10.2	-8.2	1.1	-4.4	-2.0	-4.8	-2.1
COc1cccc(/C=N/NC(=O)c2cc(-c3cccn3C)n[nH]2)c1	11.0	-5.5	10.1	-3.7	0.899	-46.5	-0.2	-1.8	-4.6
Cc1ccc(Nc2nc(CSc3nnc(-c4cccnc4)n3-c3ccccc3F)cs2)cc1	6.1	30.3	15.4	21.1	0.846	6.9	-3.1	-1.3	-3.1
COc1ccc(N2CCN(CCCNC(=O)C3CCC(CNc4nc(=S)[nH]c5ccccc45)CC3)CC2)cc1 (stereo not given)	-8.3	4.2	-0.4	8.3	1	-0.4	-2.2	2.1	-5.7
CS(=O)(=O)N1CCN(Cc2ccccc2C(F)(F)F)CC1	13.0	-21.2	-2.5	-2.6	1.02	1.2	-0.2	-2.8	-5.8
Cc1cc(C)cc(NS(=O)(=O)c2ccc(NC(=S)NC(=O)c3cccs3)cc2)c1	8.9	18.4	22.6	35.5	0.774	5.3	-5.1	2.0	-5.5
COc1ccc(C(=O)NC(=S)NNC(=O)c2ccco2)cc1	-7.7	-8.5	16.7	14.7	0.833	-39.9	0.0	-2.1	-4.2
COc1ccc(/C=N/NC(=O)Cn2nc(C)c([N+](=O)[O-])c2C)cc1	12.0	-1.0	-8.0	0.7	1.08	-5.9	-0.7	4.5	2.4
CN1CCN(CCNC(=O)c2ccc3nc(-c4ccc(F)cc4)c(-c4ccc(F)cc4)nc3c2)CC1	-4.1	5.2	-0.7	11.7	1.01	-2.5	-8.0	-2.1	-3.5
CC(CCc1ccc(O)cc1)NC1C2CC3CC(C2)CC1C3 (stereo not given)	9.7	3.4	-2.3	10.0	1.02	8.7	-3.3	-4.0	-2.7
Cc1cc(C(F)(F)F)nc(SCC(=O)NC2CCCCC2)n1	4.6	-18.7	-3.2	9.7	1.03	-2.5	-0.1	-1.9	-6.9
O=C(c1ccc(Cl)c(S(=O)(=O)N2CCCCCC2)c1)N1CCOCC1	12.6	13.6	0.6	-8.4	0.994	-6.7	-1.2	2.3	-0.2
CCC(CO)n1c(SCc2cc([N+](=O)[O-])cc3c2OCOC3)nc2ccccc2c1=O (stereo not given)	10.0	39.7	14.0	14.0	0.86	-0.6	-1.5	-5.1	-2.0
O=c1cc(N2CCc3ccccc32)[nH]c(=O)n1-c1ccc(Br)cc1	6.4	12.9	-4.7	7.5	1.05	-6.4	-3.1	-2.9	-7.9

Sorted by the number under mIAP act (lowest first): some entries from above
compound | NALP3 yeast inh | mIAP inh | TIM10 inh | mIAP act | hIAP inh | A3A deaminase | APOBEC3G inh
Cc1cc(C)cc(NS(=O)(=O)c2ccc(NC(=S)NC(=O)c3cccs3)cc2)c1 | 8.9 | 22.6 | 35.5 | 0.774 | 5.3 | 2.0 | -5.5
COc1ccc(C(=O)NC(=S)NNC(=O)c2ccco2)cc1 | -7.7 | 16.7 | 14.7 | 0.833 | -39.9 | -2.1 | -4.2
O=C(c1ccc(Cl)c(S(=O)(=O)N2CCCCCC2)c1)N1CCOCC1 | 12.6 | 0.6 | -8.4 | 0.994 | -6.7 | 2.3 | -0.2
CC(CCc1ccc(O)cc1)NC1C2CC3CC(C2)CC1C3 (stereo not given) | 9.7 | -2.3 | 10.0 | 1.02 | 8.7 | -4.0 | -2.7
Cc1cc(C(F)(F)F)nc(SCC(=O)NC2CCCCC2)n1 | 4.6 | -3.2 | 9.7 | 1.03 | -2.5 | -1.9 | -6.9
O=c1cc(N2CCc3ccccc32)[nH]c(=O)n1-c1ccc(Br)cc1 | 6.4 | -4.7 | 7.5 | 1.05 | -6.4 | -2.9 | -7.9
COc1ccc(/C=N/NC(=O)Cn2nc(C)c([N+](=O)[O-])c2C)cc1 | 12.0 | -8.0 | 0.7 | 1.08 | -5.9 | 4.5 | 2.4

Random excerpt: 5 records from the list
SMILES	NALP3 yeast inh	tim10-1 inh	mIAP inh	TIM10 inh	mIAP act	hIAP inh	MIN6 prolif	A3A deaminase	APOBEC3G inh
COc1ccc(C(=O)NC(=S)NNC(=O)c2ccco2)cc1	-7.7	-8.5	16.7	14.7	0.833	-39.9	0.0	-2.1	-4.2
CN1CCN(CCNC(=O)c2ccc3nc(-c4ccc(F)cc4)c(-c4ccc(F)cc4)nc3c2)CC1	-4.1	5.2	-0.7	11.7	1.01	-2.5	-8.0	-2.1	-3.5
O=c1cc(N2CCc3ccccc32)[nH]c(=O)n1-c1ccc(Br)cc1	6.4	12.9	-4.7	7.5	1.05	-6.4	-3.1	-2.9	-7.9
Cc1cc(C(F)(F)F)nc(SCC(=O)NC2CCCCC2)n1	4.6	-18.7	-3.2	9.7	1.03	-2.5	-0.1	-1.9	-6.9
CC(CCc1ccc(O)cc1)NC1C2CC3CC(C2)CC1C3 (stereo not given)	9.7	3.4	-2.3	10.0	1.02	8.7	-3.3	-4.0	-2.7
